Compound activity as filed in PubChem.
DAX1 inh-1: DAX1 (NR0B1) inhibitors on StAR promoter, primary screen, cell-based, luminescence, SF-1 (NR5A1), full-length DAX-1. HEK293T StAR-luciferase reporter, SF-1/DAX-1 repression relief. inhibition, % at 6.8 µM. 370,000 compounds, 1.1% hits. AID 652010, 2013;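 active means inhibition above the mean over all tested compounds plus 3 SD, cut at about 3.6% in these data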;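 further: 0% = DAX-1 cells with DMSO and 100% = cells lacking DAX-1 with DMSO; higher inhibition means more luminescence from relief of DAX-1 repression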
HGIII-sPLA2 inh: human group III sPLA2 inhibitors, primary screen, biochemical, QFRET, BODIPY PC-A2 liposome substrate; Group 3 secretory phospholipase A2 (Homo sapiens), Q9NZ20; QFRET BODIPY PC-A2 liposome hydrolysis, fluorescence; inhibition, % at 12.2 µM; 370,000 compounds, 0.56% hits;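 active means inhibition above mean plus 3 SD of compounds lying within the high and low control bounds, cut at about 19% in these data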;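 further: 0% = median of test compound wells and 100% = no enzyme DMSO wells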
GAA850 FXN act: FXN promoter activators, primary screen, cell-based, luciferase luminescence, HEK293 lucGAA850; HEK293 lucGAA850 FXN promoter luciferase reporter, 24 h; percent of 10 µM SAHA response; activation, % at 6 µM; 360,000 compounds, 0.56% hits;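 active means activation above the average of all compounds screened plus 3 SD, cutoff fixed separately per campaign, cut at about 7.5% in these data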;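 further: 0% = DMSO wells and 100% = 10 µM SAHA wells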
ADAM17 inh: ADAM17 inhibitors, primary screen, biochemical, QFRET | 370,000 compounds, 0.83% hits | Disintegrin and metalloproteinase domain-containing protein 17 (Homo sapiens), P78536 | inhibition, % at 6.95 µM | recombinant ADAM17, EDANS/DABCYL FRET peptide cleavage;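 active means inhibition above the mean of compounds lying between control limits plus 3 SD, set per campaign, cut at about 8.5% in these data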;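 further: 0% = DMSO-only wells as the low control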
ssDAF12 agonist: S. stercoralis DAF-12 nuclear receptor activators, primary screen, cell-based, luminescence, HEK293, GRIP1 co-expression, lit1-tk-luc | Nuclear hormone receptor DAF-12 (Strongyloides stercoralis) | HEK293 ssDAF-12/GRIP1 lit1-tk-luc reporter; % of 3 µM dafachronic acid response | activation, % at 6.8 µM | 370,000 compounds, 1% hits | AID 652126, 2013;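 active means activation above the mean over all tested compounds plus 3 SD, cut at about 0.9% in these data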;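 further: 0% = DMSO-only wells and 100% = 3 µM delta7-dafachronic acid wells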
PLC-beta3 inh: human PLC-beta3 inhibitors, primary screen, biochemical, fluorescence; Purified PLC-beta3, fluorogenic substrate; inhibition, % at 12.2 µM; 370,000 compounds, 0.18% hits; AID 720704, 2013; in the data active means inhibition above about 11%;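 further: 0% = median of compound wells on plate and 100% = full blocker control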
Target sequence (Q01970 whole entry, looked up): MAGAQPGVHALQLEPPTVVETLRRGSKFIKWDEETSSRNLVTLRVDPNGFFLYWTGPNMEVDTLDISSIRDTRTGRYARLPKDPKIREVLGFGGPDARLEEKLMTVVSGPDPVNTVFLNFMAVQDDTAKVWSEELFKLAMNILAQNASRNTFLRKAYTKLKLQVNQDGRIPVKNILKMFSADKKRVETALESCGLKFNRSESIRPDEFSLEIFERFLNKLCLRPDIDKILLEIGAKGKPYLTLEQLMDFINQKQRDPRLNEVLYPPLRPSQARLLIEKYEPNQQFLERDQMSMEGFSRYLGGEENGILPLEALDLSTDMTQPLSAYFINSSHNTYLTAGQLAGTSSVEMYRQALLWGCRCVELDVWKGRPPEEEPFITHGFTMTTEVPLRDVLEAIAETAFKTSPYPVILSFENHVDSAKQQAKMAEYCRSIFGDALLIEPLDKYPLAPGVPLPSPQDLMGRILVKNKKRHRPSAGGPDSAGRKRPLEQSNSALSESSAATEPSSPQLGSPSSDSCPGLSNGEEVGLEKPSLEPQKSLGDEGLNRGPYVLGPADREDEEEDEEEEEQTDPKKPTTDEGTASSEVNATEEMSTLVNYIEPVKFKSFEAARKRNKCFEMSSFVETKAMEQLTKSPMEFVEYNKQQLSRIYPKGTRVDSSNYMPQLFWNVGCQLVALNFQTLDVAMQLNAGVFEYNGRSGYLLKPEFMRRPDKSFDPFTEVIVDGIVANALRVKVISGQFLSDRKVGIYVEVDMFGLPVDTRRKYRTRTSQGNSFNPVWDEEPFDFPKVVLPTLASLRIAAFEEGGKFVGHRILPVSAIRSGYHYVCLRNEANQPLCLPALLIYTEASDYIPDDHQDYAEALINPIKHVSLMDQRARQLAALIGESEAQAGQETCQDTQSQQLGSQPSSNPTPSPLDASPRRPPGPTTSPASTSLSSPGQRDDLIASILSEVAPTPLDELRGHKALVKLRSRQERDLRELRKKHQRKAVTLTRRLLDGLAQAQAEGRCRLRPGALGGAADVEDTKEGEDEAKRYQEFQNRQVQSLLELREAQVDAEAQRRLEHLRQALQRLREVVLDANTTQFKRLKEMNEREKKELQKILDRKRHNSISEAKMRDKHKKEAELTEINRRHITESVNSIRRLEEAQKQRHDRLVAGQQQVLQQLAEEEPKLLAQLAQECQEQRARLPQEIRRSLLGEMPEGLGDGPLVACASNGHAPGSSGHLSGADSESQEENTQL
ADAM10 inh: human ADAM10 inhibitors, primary screen, biochemical, QFRET, HTS; inhibition, % at 7 µM; Disintegrin and metalloproteinase domain-containing protein 10 (Homo sapiens), O14672; 370,000 compounds, 0.62% hits; recombinant ADAM10, EDANS/DABCYL FRET peptide cleavage, 3 h;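 active means inhibition above a per-campaign cutoff equal to the mean of compounds falling between control-based bounds plus 3 SD, cut at about 20% in these data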;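 further: 0% = DMSO wells while the 100% control is not disclosed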
PLC-gamma1 inh: PLC-gamma1 enzyme inhibitors, primary screen, biochemical, fluorescence, purified enzyme; 370,000 compounds, 0.84% hits; 1-phosphatidylinositol 4,5-bisphosphate phosphodiesterase gamma-1 (Homo sapiens), P19174; fluorogenic substrate; inhibition, % at 12.2 µM; AID 720700, 2013; in the data active means inhibition above about 9.5%
DAX1 inh-2: DAX1 (NR0B1) inhibitors, primary screen, cell-based, HEK293, Gal4-DAX1, luciferase luminescence. 340,000 compounds, 0.99% hits. inhibition, % at 6.75 µM. AID 504766, 2011. HEK293 Gal4-DAX1 luciferase reporter;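 active means inhibition above the mean over all tested compounds plus 3 SD, cut at about 4.2% in these data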;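 further: 0% = DAX1-transfected cells with DMSO and 100% = empty-vector control cells with DMSO; inhibition shows as a rise in luminescence from relieved DAX1 repression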
hgDAF12 agonist: H. glycines DAF-12 receptor agonists, primary screen, cell-based, luminescence, HEK293, GAL4 fusion, UAS-luciferase | HEK293 GAL4-hgDAF12 UAS-luciferase reporter, agonist luminescence; normalized to butyrate control | activation, % at 6.8 µM | 370,000 compounds, 1.8% hits;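 active means activation above a cutoff set at the mean of all screened compounds plus 3 SD, cut at about 10% in these data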;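 further: 0% = DMSO wells and 100% = sodium butyrate wells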
hcDAF-12 act: H. contortus DAF-12 nuclear receptor activators, primary screen, cell-based, luminescence, HEK293, lit1-tk-luc reporter. HEK293 hcDAF-12 lit1-tk-luc reporter; 0% DMSO, 100% Δ7-dafachronic acid. activation, % at 6.8 µM. 370,000 compounds, 1.4% hits. AID 652067, 2013;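 active means activation above the mean of all tested compounds plus 3 SD, cut at about 5.5% in these data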;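 further: 100% = response to 3 µM Δ7-dafachronic acid high control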
The depositor's hits bear a star; · = not tested or not shown.

Every second line gives: ADAM10 inh	hgDAF12 agonist	hcDAF-12 act	GAA850 FXN act	DAX1 inh-2	DAX1 inh-1	PLC-beta3 inh	ssDAF12 agonist	PLC-gamma1 inh	HGIII-sPLA2 inh	ADAM17 inh
COc1ccc(/C=N/OCC(=O)Nc2ccc3c(c2)OCO3)c(OC)c1
→ 3	-1.4	-2.0	0.3	-1.0	-0.2	-5	-0.7	-3	-8	-3
CC1CCC/C(=C\Nc2ccc(O)cc2)C1=O (centres undefined)
→ -8	2.8	1.3	2.2	-0.1	0.6	-22	-1.1	-19	4	-9
CCN(CC1COc2ccccc2O1)C(=O)CN1C(=O)NC(C)(c2ccccc2)C1=O (centres undefined)
→ -9	4.4	0.2	0.5	0.4	0.6	-10	-0.6	2	11	-1
COCCNC(=O)C(c1ccccc1)N(CCOC)C(=O)Cn1nnc2ccccc21 (centres undefined)
→ 5	0.2	-2.4	-1.9	2.2	-0.1	5	-1.0	3	8	-2
C=CCc1c(C)nc2c(OC)cccc2c1Cl
→ -16	3.4	0.1	0.0	-0.4	0.5	-34	-0.9	-18	-5	-5
COCCn1c(SCc2ccc(OC)c(F)c2)nc2ccccc2c1=O
→ 10	-4.5	-1.2	2.9	-0.8	-0.9	-5	-1.9	2	-11	4
CCC1(C)NC(=O)N(CC(=O)c2cc(C)n(C3CC3)c2C)C1=O (centres undefined)
→ -1	0.7	0.0	1.3	0.2	1.1	-5	-0.4	2	5	-6
Cc1ccc(S(=O)(=O)N2CCN(C(=O)CC3CCCC3)CC2)cc1
→ 11	1.6	-1.5	0.8	-0.3	-0.1	7	-1.6	6	-3	7
CCc1ccc2nc(N(CCCN(C)C)C(=O)c3ccc(S(=O)(=O)N4CCCc5ccccc54)cc3)sc2c1
→ 9	0.6	-1.9	-5.9	2.4	1.3	-8	-1.2	4	-20	-1
CCOC(=O)C1=C(c2ccccc2)N(C)C(=O)NC1c1ccc(OC(F)F)c(OC)c1 (centres undefined)
→ 14	-2.9	-1.8	-1.4	0.0	-0.8	3	-1.6	1	-7	5
Cc1ccc(Cc2cnc(NC(=O)c3cccs3)s2)cc1
→ 12	15*	10*	4.6	2.4	3.8*	-18	1.5*	-16	-17	6
COc1ccc(N2N=NN(C(C)C)C2=C(Cl)c2nnnn2-c2ccc(OC)cc2)cc1
→ -5	4.5	2.9	-2.3	2.3	0.1	2	-1.0	-2	2	0
COc1ccc(S(=O)(=O)N2CCc3ccccc32)cc1C(=O)O
→ -15	0.3	0.0	-0.6	-0.5	-0.4	-7	-0.8	3	10	-13
COc1cc(C)nc(N(C)C(C)=O)n1
→ -9	1.8	-4.3	0.9	1.8	-0.5	-4	-1.1	3	15	-4
Cc1ccc(C(=O)NC2CCN(CC(=O)NC3CCC(C)CC3)CC2)cc1 (centres undefined)
→ 3	-1.4	1.2	-0.4	1.7	-0.3	-7	-1.3	-1	1	-4
CC(C)(C)OC(=O)N1CCN(Cc2ccc(F)c(B(O)O)c2)CC1
→ -11	2.2	0.5	-2.7	-1.2	-0.3	3	-1.0	-1	3	2
O=C1NC(=Nc2cccc([N+](=O)[O-])c2)SC1(CO)CO
→ 2	-1.1	0.2	1.0	1.6	0.5	-1	-0.1	3	5	-1
O=C(Cc1ccccc1)N(c1ccccc1)c1ccccc1
→ -1	3.1	-2.6	0.7	1.8	0.6	5	-1.4	2	-6	0
COc1cccc(-c2nc(CS(=O)(=O)CC(=O)NCCC(C)C)c(C)o2)c1
→ -1	-1.7	0.5	-0.6	0.0	-1.6	-2	-1.1	-3	-10	-4
COc1cc(C(=O)Oc2ccccc2/C=N/NC(=O)c2ccc(Cl)cc2)cc(OC)c1OC
→ -3	1.8	3.8	-4.5	0.0	0.1	-17	-1.0	-4	16	3
CC(NC(=O)c1ccco1)c1nc(-c2ccccc2)no1 (centres undefined)
→ -4	0.8	0.6	0.6	-0.4	0.1	-4	-0.4	-1	-2	0
O=C(Nc1ccccc1Cl)c1ccccc1S(=O)(=O)c1ccccc1[N+](=O)[O-]
→ -7	-1.7	2.2	-0.9	-0.1	0.2	-4	-0.2	0	14	1
CC1(C)CC(=O)CC(C)(C)N1OC(=O)c1ccccn1
→ -13	4.0	-1.3	-1.8	0.6	0.0	0	-1.0	-2	-1	-8
Cc1cc(C)c(C#N)c(SCc2nnc(-c3ccccc3[N+](=O)[O-])o2)n1
→ -4	16*	3.8	8.9*	0.1	5.1*	0	0.8	-2	7	-5
NC(=O)c1oc2ccccc2c1NC(=O)c1ccco1
→ 3	2.7	3.2	-1.0	-1.2	-1.4	4	-1.0	1	2	-1
CCN1CCN(C(=O)c2ccc(OCC(=O)Nc3ccc(F)cc3)c(OC)c2)CC1
→ -4	-1.6	-0.9	1.8	1.9	0.2	1	-1.9	0	-3	-4
CC(C)[C@H](NC(=O)c1ccc(Cl)cc1Cl)C(=O)N1CCC[C@H]1C(=O)NCc1ccccc1
→ 1	1.9	0.0	·	·	0.0	0	-0.9	0	10	-6
O=C(OC(C(=O)NCc1ccc2c(c1)OCO2)c1ccncc1)c1ccc(Cl)nc1 (centres undefined)
→ 10	-1.1	1.0	2.3	1.9	-0.3	-6	-1.2	1	-4	0
COCCCNC(=O)c1c(N)n(/N=C/c2cccnc2)c2nc3ccccc3nc12
→ -134	-1.6	-1.1	0.1	-0.1	-0.6	-102	-0.9	-95	5	-54
CCCCNC(=O)CSc1nnc(Cc2ccc(Cl)c(Cl)c2)c(=O)[nH]1
→ 0	0.1	-1.0	1.6	-1.6	0.0	-12	-1.3	-5	-2	2

The closing 2 entries of the section before lead into the next.
Every second line gives: ADAM10 inh	hgDAF12 agonist	hcDAF-12 act	GAA850 FXN act	DAX1 inh-2	DAX1 inh-1	PLC-beta3 inh	ssDAF12 agonist	PLC-gamma1 inh	HGIII-sPLA2 inh	ADAM17 inh
COCCCNC(=O)c1c(N)n(/N=C/c2cccnc2)c2nc3ccccc3nc12
→ -134	-1.6	-1.1	0.1	-0.1	-0.6	-102	-0.9	-95	5	-54
CCCCNC(=O)CSc1nnc(Cc2ccc(Cl)c(Cl)c2)c(=O)[nH]1
→ 0	0.1	-1.0	1.6	-1.6	0.0	-12	-1.3	-5	-2	2
CCOc1cc(/C=C2/C(=N)N3OC(C)=CC3=NC2=O)ccc1OCCOc1ccccc1
→ -10	1.5	-0.4	-1.3	0.6	-1.2	-3	-0.9	1	-8	-2
CCOC(=O)Cc1nn(Cc2ccc(Cl)cc2)c(=O)c2ccccc12
→ 1	-0.5	-0.5	3.0	1.6	-0.2	2	-1.5	3	4	0
Clc1ccc(C=NNc2ccccn2)c(Cl)c1
→ -14	0.2	2.4	1.8	-0.3	-1.2	0	-0.2	3	3	-9
COc1ccc(CC(NC(C)=O)C(=O)NC2CCN(c3nc(C)cc(C)c3C#N)CC2)cc1 (centres undefined)
→ -173	0.8	-1.9	2.0	-1.1	0.3	-32	-1.0	-24	1	-59
COC(=O)C1=C(O)/C(=C/c2ccc(OCC(=O)Nc3ccccc3)cc2)N=C1C
→ 7	-0.8	-1.2	-2.4	0.3	0.7	-9	-0.8	-3	-2	3
CC(C)c1ccc(/C=C/C(=O)n2nnc3ccccc32)cc1
→ -5	1.2	0.1	1.6	0.0	0.1	-2	-0.4	0	-3	-4
C=CCn1ccc(=O)nc1SC
→ -4	2.1	0.1	0.3	-1.2	-0.5	2	-0.6	1	-1	-4
CCCCNC(=O)C1(C)CCN1C(=O)c1ccc2sccc2c1 (centres undefined)
→ -11	-1.8	-0.9	-0.9	·	-1.6	0	-0.7	2	7	-2
Cc1cc(C)c2cc(C)c3nnc(SCC(=O)NCc4ccc5c(c4)OCO5)n3c2c1
→ 2	1.5	-0.2	2.0	1.0	0.0	-1	-1.4	1	0	-5
Cc1cc(C(=O)NNC(=S)NCc2ccco2)n(C)n1
→ -10	0.1	-1.1	0.3	-0.7	0.3	5	-1.2	1	8	1
O=c1c(-c2ccccc2)n[nH]c2ccccc12
→ -19	11*	5.1	2.9	2.0	1.9	-1	0.8	1	0	-9
CC(CN1CCCC1)OC(=O)C(c1ccccc1)c1ccccc1 (centres undefined)
→ -2	-1.1	-0.3	-0.5	0.6	0.6	-1	-1.2	0	-7	0
CCOC(=O)C1CCN(C(=O)c2cc(C)n(C(C)(C)C)n2)CC1
→ 12	0.3	0.5	1.7	2.4	1.0	-3	-1.4	11*	0	5
COCCN(C(=O)COC(=O)CCS(=O)(=O)c1ccccc1)c1c(N)n(Cc2ccccc2)c(=O)[nH]c1=O
→ -10	0.5	-0.1	0.9	1.0	0.0	-6	-1.3	2	14	-4
Cc1c(Cl)cccc1N1C(=O)CC(NNC(=O)c2ccc3c(c2)OCO3)C1=O (centres undefined)
→ -6	1.0	0.1	-0.2	0.6	1.1	-14	-1.3	-3	5	-3
